AddAB inh – less growth of phage-infected E. coli with AddAB; inhibition, % at 11.9 µM; AID 435030; E. coli expressing H. pylori AddAB, absorbance growth; hit rate 0.29% among 330,000; in the data active means inhibition above about 12%;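 further: 0% = vehicle wells of infected cells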
HTR5A inv ctr – HTR5A inverse agonism, opioid heterodimer counter-screen | P47898 | HTR5A cell line, luminescence | inhibition, % at 9.3 µM | hit rate 0.083% among 340,000; in the data active means inhibition mostly above about 23%, no sharp cut-off; inactive means mostly below about 18%;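 further: 0% = cells with DMSO and 100% = no-cell wells with DMSO; some compounds called inactive have numbers as strong as hits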
PKA-R1A activ – activators of PKA-R1A complex. P00514+P68181. PKA-R1A dissociation, Cy5-IP20 fluorescence polarization; scaled: DMSO 0%, 113 µM cGMP 100%. activation, % at 11.4 µM. hit rate 0.083% among 340,000. AID 504707;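 active means percent activation above the mean of all tested compounds plus 3 SD, cut at about 19% in these data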;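 further: higher means more PKAc released from R1A so a rise in polarization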
HTR5A ag – counter-screen for OPRM1-OPRD1 agonists: human HTR5A agonism | P47898 | HTR5A agonist assay, luminescence, cell-based | activation, % at 9.3 µM | hit rate 0.61% among 340,000; in the data active means activation mostly above about 9.5%, no sharp cut-off; inactive means mostly below about 7.6%;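 further: 0% = cells with vehicle only and 100% = reference agonist; strong numbers were not always called active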
E coli growth – bacterial growth inhibition, counter-screen for AddAB inhibitors; E. coli V3065 growth, OD600 absorbance, 18 h; inhibition, % at 11.9 µM; hit rate 0.27% among 330,000;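 active means inhibition above the campaign's mean inhibition across all tested compounds plus 3 SD, cut at about 9.9% in these data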;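 further: uninfected addAB+ strain grown without phage in ampicillin broth; 0% = DMSO wells and 100% = ciprofloxacin 0.95 µg/ml wells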
PfHsp90 yeast 2 – reduces growth (ATP signal) of yeast expressing P. falciparum Hsp90 | S. cerevisiae expressing PfHsp90, BacTiter-Glo ATP, 48 h; yeast lacking PDR1 and PDR3 efflux regulators | inhibition, % at 9.4 µM | hit rate 0.32% among 310,000 | AID 504621;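 active means every replicate shows inhibition above about 80%, whatever the replicate mean, limit read from the data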;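 further: 0% = DMSO neutral controls and 100% = 20 µM radicicol positive controls; yeast relying on Plasmodium falciparum Hsp90 in place of its own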
OPRM1-OPRD1 inv – mu-delta opioid heterodimer inverse agonism; P35372+P41143; cell-based MOR-DOR heterodimer luminescence; inhibition, % at 9.3 µM; hit rate 0.21% among 340,000; AID 504357; in the data active means inhibition above about 22%, passing the limit was not always enough;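 further: 0% = cells with DMSO and 100% = wells without cells with DMSO; values of inactives mirror those of a sister screen read the other way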
Target sequence (P35372 whole entry, looked up): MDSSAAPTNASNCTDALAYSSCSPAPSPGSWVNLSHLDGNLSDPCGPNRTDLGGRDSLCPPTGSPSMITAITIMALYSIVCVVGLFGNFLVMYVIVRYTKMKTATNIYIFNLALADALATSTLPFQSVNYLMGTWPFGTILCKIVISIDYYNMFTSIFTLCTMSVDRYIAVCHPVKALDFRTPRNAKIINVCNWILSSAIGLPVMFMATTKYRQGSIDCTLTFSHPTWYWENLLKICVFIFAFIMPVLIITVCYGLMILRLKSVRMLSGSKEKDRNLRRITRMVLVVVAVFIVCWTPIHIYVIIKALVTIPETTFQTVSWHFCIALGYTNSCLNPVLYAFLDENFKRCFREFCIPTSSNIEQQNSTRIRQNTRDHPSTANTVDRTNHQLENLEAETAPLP
Target sequence (P41143 whole entry, looked up): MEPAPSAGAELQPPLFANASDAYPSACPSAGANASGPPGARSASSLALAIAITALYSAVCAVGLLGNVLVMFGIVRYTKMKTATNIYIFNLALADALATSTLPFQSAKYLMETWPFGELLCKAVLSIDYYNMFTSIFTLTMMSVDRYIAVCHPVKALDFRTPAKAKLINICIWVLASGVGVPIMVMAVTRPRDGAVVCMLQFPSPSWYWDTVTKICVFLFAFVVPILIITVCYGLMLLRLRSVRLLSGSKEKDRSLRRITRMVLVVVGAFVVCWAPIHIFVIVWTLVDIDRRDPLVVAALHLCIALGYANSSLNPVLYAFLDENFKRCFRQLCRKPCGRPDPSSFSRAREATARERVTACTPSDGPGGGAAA
DSG3 Ab inh – inhibitors of pemphigus antibody binding to human desmoglein-3 | hit rate 0.48% among 310,000 | binding (percent of control), % at 10 µM | DSG3-coupled beads, scFv-anti-DSG3-GFP binding, flow cytometry; hits give low values | P32926 | AID 588358;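 active means binding more than 3 SD below its plate's average and above zero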;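 further: hits lower antibody fragment binding to DSG3; some compounds called inactive have numbers as strong as hits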
Mot1-301 SUMO – SUMOylation pathway inhibition by Mot1-301 growth rescue. AID 2716. growth rescue, % at 18.8 µM. S. cerevisiae Mot1-301 growth rescue, ATP luminescence, 38.5C; percent above DMSO median, 100 means doubled. hit rate 1% among 320,000;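 active means every valid replicate shows activation above 250% relative to neutral control wells; inactive means the rest, any valid replicate at or below 250%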;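 further: OY570 slx delta 5 strain wells were the positive control but not used for scaling; some compounds called inactive have numbers as strong as hits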
OPRM1-OPRD1 ag – agonists of human mu-delta opioid receptor heterodimerization | P35372+P41143 | cells, OPRM1-OPRD1 heterodimerization, luminescence | activation, % at 9.3 µM | hit rate 0.3% among 340,000; in the data active means activation above about 18%;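 further: 0% = vehicle-treated cells and 100% = reference agonist; values of inactives mirror those of a sister screen read the other way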
phage Ecoli inh – E. coli growth loss with phage present; growth absorbance; inhibition, % at 11.9 µM; hit rate 0.26% among 360,000; AID 651602; in the data active means inhibition above about 11%
Active calls of the source: *; . = no result given. No enrichment for hits; about 3.2% have a hit in one of these screens.

SMILES | AddAB inh | HTR5A inv ctr | PKA-R1A activ | HTR5A ag | E coli growth | PfHsp90 yeast 2 | OPRM1-OPRD1 inv | DSG3 Ab inh | Mot1-301 SUMO | OPRM1-OPRD1 ag | phage Ecoli inh
Cc1ccc(SCC(=O)NN2C(=O)c3ccccc3C2=O)cc1 | -1.8 | 1 | -9 | 2 | -3.4 | -6 | 3 | 100 | -19 | -0.6 | 0.5
COC(=O)C1=C(CCc2ccccc2)NC(=O)NC1c1ccc(C#N)cc1 (centres undefined) | 0.2 | 20 | -2 | 6 | 1.3 | -11 | 14 | 112 | 220 | -2.5 | 2.3
Cn1c(CNC(=O)c2ccco2)nnc1SCCOc1ccccc1 | . | -7 | 9 | 1 | . | 25 | 8 | 95 | . | -1.2 | -1.5
Cc1nn(C)cc1CN(C)Cc1ccc(OCC(O)CN2CCCCC2)cc1 (centres undefined) | 3.8 | -34 | 1 | 14 | 3.3 | 11 | 1 | 93 | 0 | -0.3 | 3.5
CN(/C=C/C(=O)C(F)(F)C(F)(F)F)Cc1ccccc1 | 2.8 | 5 | 0 | 3 | 0.2 | -22 | 8 | 100 | -9 | -1.7 | 1.7
CCCCN(CC)C(=O)CSc1cc(=O)n(C)c2ccccc12 | 1.2 | -10 | 4 | 1 | 1.9 | . | -1 | 105 | -12 | 0.2 | 3.4
COc1ccc(OCC(O)CN2CCCC2)cc1 (centres undefined) | . | -10 | -1 | 4 | . | -11 | 6 | 111 | -7 | -1.2 | 1.4
COC(=O)c1ccc(CNC(=O)C2CCC(=O)N(Cc3ccccn3)C2)cc1 (centres undefined) | 4.2 | -72 | 1 | -5 | 0.6 | -8 | 9 | 104 | 0 | -1.7 | -3.9
CC1(C)CC2(CC(C)(C(=O)CSc3nc4ccccc4s3)OC2=O)C(=O)O1 (centres undefined) | -0.2 | -21 | -9 | 4 | 0.5 | -8 | -1 | . | 6 | 0.1 | 0.6
COc1ccc(N(C)C(=O)CCS(=O)(=O)c2cccc3nonc23)c(OC)c1 | -0.5 | 7 | -2 | 0 | -2.8 | -9 | 9 | 104 | 0 | -1.6 | 2.6
Cc1ccc(/C=C/C(=O)Nc2cccc3ncccc23)o1 | 2.1 | 1 | 4 | 4 | 0.4 | 5 | -3 | 103 | 27 | 0.5 | 2.0
CCOc1cc(/C=C(\CC(=O)O)c2nc3ccccc3s2)ccc1OC | 0.1 | -4 | -15 | 1 | 1.2 | 20 | -3 | 110 | -14 | 0.5 | -1.4
CC(=O)Nc1ccc(N(C(=O)Cc2cccs2)C(C(=O)NC2CCCC2)c2ccncc2)cc1 (centres undefined) | 2.2 | 10 | -2 | -3 | -0.1 | -4 | 4 | 99 | 2 | -0.6 | -0.1
O=C(CSc1nncn1-c1ccccn1)Nc1cccc(Cl)c1 | 0.4 | 3 | 2 | -1 | 1.3 | -8 | 2 | 94 | -15 | -0.4 | 4.5
Cc1cccc2nc(-c3ccco3)c(Nc3ccc4c(c3)OCCO4)n12 | 3.7 | 9 | -9 | 2 | 2.9 | 15 | 3 | 96 | -19 | -0.6 | 1.2
CC(NCC1COc2ccccc2O1)C(=O)NCc1ccccc1 (centres undefined) | 1.5 | -1 | 1 | 0 | -3.5 | -2 | -5 | 87 | 4 | 0.7 | -5.5
O=C(C1=C(O)C(=O)N(CCN2CCOCC2)C1c1ccco1)c1cc2ccccc2o1 (centres undefined) | 1.2 | -4 | -5 | 1 | -0.7 | -23 | 34* | 100 | -8 | -6.3 | 1.6
O=C(CCN1C(=O)/C(=C/c2cccs2)SC1=S)Nc1cccc(O)c1 | 1.2 | -7 | 6 | 6 | -3.9 | 14 | -9 | . | 4 | 1.4 | 1.4
CC1CC2OC2CC1COC(=O)C1CC2OC2CC1C (centres undefined) | . | 9 | -2 | -3 | . | . | 9 | 94 | . | -1.6 | 4.0
CCOc1ccc(CN(C)C(=O)CNC(=O)Cc2cccc3ccccc23)cc1 | 0.3 | -18 | 3 | 7 | 1.4 | -16 | -6 | 101 | -2 | 1.2 | 1.8
CCOc1ccccc1N1CCN(S(=O)(=O)c2ccc(F)c(F)c2)CC1 | 3.2 | -7 | -3 | -1 | 0.8 | -12 | 1 | 104 | -8 | -0.3 | 3.2
CC(Cn1cnc2ccccc21)C(=O)O (centres undefined) | 0.3 | 2 | -2 | 2 | 0.6 | -8 | 24 | 100 | -3 | -4.2 | 3.9
O=[N+]([O-])c1cccc(-n2nnnc2CN2CCCC2)c1 | 1.3 | 7 | -15 | -3 | 0.2 | -6 | -1 | 97 | 2 | 0.1 | 5.3
COc1cccc2cc(C(=O)NC(C)c3ccccc3)c(=O)oc12 (centres undefined) | 0.8 | -14 | -6 | 4 | 0.8 | 16 | 5 | 96 | -5 | -1.0 | 2.0
O=C(COc1ccccc1Br)NC1CCCC1 | 1.5 | -2 | 5 | 7 | 0.5 | 10 | 10 | 103 | -16 | -1.8 | 3.2
Cc1cccc(OCC(=O)Nc2cc(Cl)ccc2-n2cncn2)c1C | -0.2 | 1 | -12 | 3 | 0.1 | . | -12 | 100 | -18 | 1.9 | -0.7
CCn1c(O)c(N=NC(=O)CNc2ccc(C)cc2)c2ccccc21 | -0.3 | -3 | -1 | 0 | -2.0 | 1 | -4 | 102 | 328 | 0.5 | 3.2
O=C(Nc1ccccc1Oc1ccccc1)c1ccccc1F | 0.9 | -12 | 5 | 5 | -1.0 | -16 | -25 | 102 | -3 | 4.2 | 2.2
N#CC1=C2C=CC=CN2CC1=O | -2.5 | -8 | 9 | -7 | 2.2 | -20 | 10 | 103 | -5 | -1.7 | 4.5
COC(=O)c1ccc(OCC2c3cc(OC)c(OC)cc3CCN2C(=O)C2CC2)cc1 (centres undefined) | 2.8 | -14 | -2 | 3 | -1.1 | 6 | 1 | 103 | 46 | -0.3 | 1.8
COCCn1c(SCc2ccc(C(=O)OC)o2)nc2ccccc2c1=O | 0.8 | -10 | 6 | 4 | -1.1 | 6 | -9 | 105 | -9 | 1.5 | 0.3
Cc1cccc2c1N(CC(=O)OC(C)C)C(=O)C2=O | -0.9 | 5 | -4 | -2 | -1.0 | 13 | 67* | 101 | -6 | -13 | 1.1
CC(C)OC(=O)CC1C(=O)NCCN1C(=S)NC(=O)c1cccs1 (centres undefined) | -2.1 | 2 | -6 | 0 | -0.8 | -7 | 0 | 90 | -1 | -0.1 | 4.2
Cc1ccc(S(=O)(=O)NCC(C)NS(=O)(=O)c2ccc(C)cc2)cc1 (centres undefined) | 2.3 | -8 | 8 | 3 | -1.1 | 2 | 11 | . | 11 | -1.8 | 2.6
Cc1ccc(C)c(C(=O)CSc2nnnn2C(C)C)c1 | -0.2 | 4 | 2 | -1 | 0.2 | 4 | 14 | 97 | -22 | -2.5 | 0.8
CC(OC(=O)Cc1c[nH]c2ccccc12)C(=O)c1ccccc1 (centres undefined) | 2.8 | 4 | 12 | -2 | 0.0 | -18 | -5 | 93 | -1 | 1.2 | 1.1
CS(=O)(=O)N1CCN(c2nc3ccccc3s2)CC1 | -2.5 | -2 | -2 | 0 | -0.7 | 0 | 7 | 103 | -6 | -1.2 | -0.9
O=C(O)c1ccc(N2C(=O)CSC2c2cccc([N+](=O)[O-])c2)cc1 (centres undefined) | 2.4 | -10 | 2 | -3 | 1.4 | 32 | 2 | . | . | -0.4 | 1.9
O=C(CCOc1ccccc1)NNC(=O)c1ccccc1 | -1.2 | 1 | 3 | 0 | -1.3 | -7 | 14 | 93 | -6 | -3.2 | 3.5
O=C(CCNC(=O)c1ccc(Br)cc1)NCCCN1CCOCC1 | -0.8 | 6 | -15 | -2 | -2.5 | -18 | 13 | 95 | 7 | -2.5 | 1.2

Some values from the results shown:
COc1cccc2cc(C(=O)NC(C)c3ccccc3)c(=O)oc12 (centres undefined) in PfHsp90 yeast 2 shows 16
CC(C)OC(=O)CC1C(=O)NCCN1C(=S)NC(=O)c1cccs1 (centres undefined) in E coli growth shows -0.8

(more compounds)
SMILES | AddAB inh | HTR5A inv ctr | PKA-R1A activ | HTR5A ag | E coli growth | PfHsp90 yeast 2 | OPRM1-OPRD1 inv | DSG3 Ab inh | Mot1-301 SUMO | OPRM1-OPRD1 ag | phage Ecoli inh
COc1ccc(-c2noc(CCC(=O)N3CCN(c4ccccc4C(F)(F)F)CC3)n2)cc1 | 0.6 | -4 | -1 | 1 | -2.0 | -1 | 10 | 94 | . | -2.0 | 3.9
O=c1c2ccccc2[nH]c(=S)n1CCN1CCCC1 | 2.1 | 15 | -4 | -6 | 0.6 | 16 | -15 | 89 | 1 | 2.1 | 3.2
CCn1c(=O)c2c(nc3n2CCN3c2ccccc2)n(C)c1=O | 0.3 | . | 12 | . | 0.4 | 9 | . | 94 | -4 | . | 4.5
Cc1n[nH]c(=O)c2c(NC(=O)COC(=O)c3ncc(Cl)c(Cl)c3Cl)oc(C)c12 | -1.0 | -16 | -3 | 6 | -1.1 | 20 | -6 | 125 | -6 | 1.0 | 3.2
Cc1cc(C)c2c(=O)[nH][nH]c2n1 | . | 12 | -3 | -3 | . | -24 | 9 | 118 | . | -1.7 | 0.4
CCOc1ccccc1NC(=S)N1CCC(NC(=O)c2ccco2)CC1 | 3.4 | -5 | -15 | 2 | -3.3 | 12 | 3 | 102 | 411 | -0.5 | 2.8
COc1cc(NS(=O)(=O)c2ccc(C)cc2C)cc(OC)c1OC | 0.2 | -3 | -1 | 1 | 0.5 | 44 | -7 | . | -2 | 1.1 | 0.8
COc1ccccc1CCC(=O)Nc1ccc(OC)c(S(=O)(=O)N2CCOCC2)c1 | 0.7 | 1 | 2 | -1 | 0.3 | 11 | 16 | 101 | -3 | -4.0 | -0.1

Given with two lines to a compound: 5 of the compounds above
Value order: AddAB inh, HTR5A inv ctr, PKA-R1A activ, HTR5A ag, E coli growth, PfHsp90 yeast 2, OPRM1-OPRD1 inv, DSG3 Ab inh, Mot1-301 SUMO, OPRM1-OPRD1 ag, phage Ecoli inh
Cc1cccc(OCC(=O)Nc2cc(Cl)ccc2-n2cncn2)c1C
 : -0.2, 1, -12, 3, 0.1, ., -12, 100, -18, 1.9, -0.7
CCn1c(O)c(N=NC(=O)CNc2ccc(C)cc2)c2ccccc21
 : -0.3, -3, -1, 0, -2.0, 1, -4, 102, 328, 0.5, 3.2
O=C(Nc1ccccc1Oc1ccccc1)c1ccccc1F
 : 0.9, -12, 5, 5, -1.0, -16, -25, 102, -3, 4.2, 2.2
N#CC1=C2C=CC=CN2CC1=O
 : -2.5, -8, 9, -7, 2.2, -20, 10, 103, -5, -1.7, 4.5
COC(=O)c1ccc(OCC2c3cc(OC)c(OC)cc3CCN2C(=O)C2CC2)cc1 (centres undefined)
 : 2.8, -14, -2, 3, -1.1, 6, 1, 103, 46, -0.3, 1.8

High-throughput results as filed in PubChem BioAssay.
